WRN helicase inh: blocks human WRN helicase; Q14191; WRN helicase unwinding, fluorescent forked duplex, kinetic; Potency, µM (doses to about 114 µM), inactives show at the top dose activity change, negative = inhibition, usual class: inhibitors; hit rate 0.46% among 360,000; AID 651768; note: potency is the fitted concentration of half-maximal effect; % is set by controls: 0 for no effect and ±100 for the full control effect; nearly all actives have a fitted effect of over 55% in size
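WRN at 20 nM final was preincubated with compound for 15 min at room temperature; reaction started with 100 nM forked duplex oligonucleotide carrying fluorophore and quencher plus 2 mM ATP (final). Unwinding followed kinetically by red fluorescence (ex 525/em 598 nm).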
MmCpn inh: inhibitors of Methanococcus maripaludis chaperonin (MmCpn). purified Mm-Cpn ATPase, ADP Transcreener TR-FRET. Potency, µM (highest dose often 76.9 µM), for the others: top-dose activity, negative = inhibition, most hits filed as inhibitors. hit rate 0.031% among 330,000. AID 504842; note: potency is the fitted concentration of half-maximal effect; % is set by controls: 0 for no effect and ±100 for the full control effect; nearly all actives have a fitted effect of over 80% in size
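Eu-cryptate anti-ADP/ADP-d2 competition gives a ratio inversely related to ADP. Enzyme at 25 nM was pre-exposed to compound for 10 min, then given 10 uM ATP for 30 min, 37°C throughout.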
PLK1 PBD inh: PLK1 (human) polo-box domain binding inhibition; P53350; Plk1 PBD binding of FITC phosphopeptide, fluorescence polarization; Potency, µM, inactives show max response, negative = inhibition, most hits filed as inhibitors; hit rate 2.8% among 360,000; AID 720504; note: potency is the fitted concentration of half-maximal effect; series mostly up to about 57 µM; % is set by controls: 0 for no effect and ±100 for the full control effect; nearly all actives have a fitted effect of over 65% in size
CCT modulator: changes cytosolic chaperonin activity | AID 651819 | purified chaperonin ATPase assay, HTRF ADP detection, 30 min | hit rate 0.3% among 360,000 | activity change, % (no concentration beside the values), hits read low; in the data active = activity change below about -30%; note: % is set by controls: 0 for no effect and ±100 for the full control effect
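TRiC at 40 or 20 nM final (batch-dependent) in 30 mM Tris pH 7.4, 100 mM KCl, 5 mM MgCl2, 1 mM DTT, with compound at single 76 uM and 10 uM ATP, 30 min at 37 deg C. ADP detected by HTRF Transcreener, 665/615 ratio.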
EPAC2 antag: EPAC2 (human) antagonism; Q8WZA2; EPAC2 GEF exchange of Rap1B-BODIPY-GDP, fluorescence; Potency, µM (titrated, usually from 114 µM), without a hit: top-dose activity, negative = inhibition, most hits filed as inhibitors; hit rate 0.18% among 360,000; AID 720708; note: potency is the fitted concentration of half-maximal effect; % is set by controls: 0 for no effect and ±100 for the full control effect; nearly all actives have a fitted effect of over 45% in size; many of its hits are not listed in these tables
EPAC1 antag: EPAC1 (human) antagonism; O95398; EPAC1 GEF assay, Rap1b-BODIPY-GDP exchange fluorescence; Potency, µM (top dose mostly 115 µM), for inactives: top-dose activity change, negative = inhibition, usual class: inhibitors; hit rate 0.14% among 360,000;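 note: potency is the fitted concentration of half-maximal effect; plate controls were vehicle for no effect and positive control for full effect; nearly all actives have a fitted effect of over 50% in size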
Target sequence (O95398 whole entry, looked up): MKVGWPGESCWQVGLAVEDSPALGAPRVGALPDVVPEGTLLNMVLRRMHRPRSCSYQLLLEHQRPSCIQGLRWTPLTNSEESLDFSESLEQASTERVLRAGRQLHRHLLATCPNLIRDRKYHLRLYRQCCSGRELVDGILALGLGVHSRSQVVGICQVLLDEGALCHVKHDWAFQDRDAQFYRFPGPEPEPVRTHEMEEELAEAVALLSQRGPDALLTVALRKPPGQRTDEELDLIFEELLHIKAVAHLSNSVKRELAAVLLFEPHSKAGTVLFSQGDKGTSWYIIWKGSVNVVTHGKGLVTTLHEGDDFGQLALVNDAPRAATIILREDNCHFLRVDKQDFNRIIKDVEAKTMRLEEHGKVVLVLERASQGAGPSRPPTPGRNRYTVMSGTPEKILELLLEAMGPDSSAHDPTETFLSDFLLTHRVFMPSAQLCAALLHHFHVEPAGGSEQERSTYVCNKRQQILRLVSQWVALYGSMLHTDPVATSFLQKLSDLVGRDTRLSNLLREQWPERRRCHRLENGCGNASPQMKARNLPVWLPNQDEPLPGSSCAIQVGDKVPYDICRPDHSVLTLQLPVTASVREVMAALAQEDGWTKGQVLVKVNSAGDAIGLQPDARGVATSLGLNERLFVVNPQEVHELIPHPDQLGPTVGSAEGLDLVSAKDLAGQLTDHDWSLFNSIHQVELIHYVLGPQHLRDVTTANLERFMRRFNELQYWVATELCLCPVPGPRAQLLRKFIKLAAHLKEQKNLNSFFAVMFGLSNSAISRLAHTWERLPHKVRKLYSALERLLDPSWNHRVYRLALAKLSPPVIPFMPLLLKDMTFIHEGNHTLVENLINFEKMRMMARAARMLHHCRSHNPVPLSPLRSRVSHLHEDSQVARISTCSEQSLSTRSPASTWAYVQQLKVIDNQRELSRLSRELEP
EPAC1 ag: agonists of human EPAC1 | O95398 | AID 720707 | hit rate 0.073% among 360,000 | Potency, µM (titrated, usually from 154 µM), for inactives: at the top dose activation, actives largely listed as activators | EPAC1 agonist qHTS, biochemical assay; response scale: 100% = response to 6.5 mM cAMP; note: potency is the fitted concentration of half-maximal effect; nearly all actives have a fitted effect of over 60% in size
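Read-out is the fluorescence drop as BODIPY-GDP leaves Rap1B (480 nm excitation, 540 nm emission), recorded every 5 minutes over 30 minutes. Reactions held 100 nM EPAC1, 250 nM Rap1B–BODIPY-GDP and 50 uM GDP, with 6.5 mM cAMP setting full activation.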
PI5P4K alpha inh: blocks human PI5P4K alpha kinase activity; P48426; PI5P4Kalpha enzyme, ADP-Glo luminescence, 60 min; stronger effect = lower value; max response, %; hit rate 1.2% among 330,000; AID 652105; active = max response of -50% or lower; inconclusive = between -30% and -50%; inactive = -30% or higher; note: value at the top dose of about 77 µM; % is set by controls: 0 for no effect and ±100 for the full control effect
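Single end-point luminescence (ADP-Glo) quantified ADP from PI5P4Kalpha turnover; ATP 5 microM final, 1 h at RT, 0.1% CHAPS and 0.28 mM EGTA in HEPES pH 7.4.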
Numbers without * were called inactive; u = inconclusive; x = no result given; [ ] = dose if it differs, or a comment. Unless noted, calls come from the whole dose curve; as a rule, active = well fitted curve in the direction sought with a large enough effect; inconclusive = small, poorly fitted or top-dose-only effect, or another doubt; inactive = no such curve, though single readings can be large; an effect the other way counts as inactive or inconclusive.

Fields – EPAC1 ag | EPAC1 antag | MmCpn inh | PLK1 PBD inh | WRN helicase inh | PI5P4K alpha inh | EPAC2 antag | CCT modulator
#1 COc1ccc(C)cc1S(=O)(=O)N1CCN(C(=O)c2ncoc2-c2cccc(C)c2)CC1
    7% | -9% | 2% | -4% | -5% | 2 | -9% | -4.8
#2 Cc1ccc(NC(=O)NNC(=O)c2sccc2-n2cccc2)cc1
    0% | 8% | 0% | -12% | 0% | 2 | -7% | -3.3
#3 COc1ccc(-n2c(-c3ccc(Br)cc3)n[nH]c2=S)cc1
    2% | -4% | -6% | -9% | 4% | -10 | 11% | -0.5
#4 CC(C)c1nnc(NC(=O)CCC(=O)Nc2ccc(F)cc2)s1
    3% | -5% | 2% | -14% | 8% | -11 | 7% | -8.9
#5 CN(C(=O)c1cccc(NC(=O)Cc2ccc(NC(=O)C3CCN(C(=O)C4CCC4)CC3)cc2)c1)C1CCCCC1
    -4% | 3% | x | -14% | -4% | 1 | -7% | -0.4
#6 S=C(Nc1ccc(Br)cc1)NC1CCN(Cc2ccccc2)CC1
    0% | u | 0% | -6% | 2% | 1 | -8% | -0.8
#7 O=C(CSc1nc(-c2ccccc2)cc(=O)[nH]1)N1CCc2ccccc21
    6% | -6% | -1% | 3µM* | -28% | -50* | 4% | -2.1
#8 CC(=O)OCc1nc2sc(C)c(C)c2c(=O)[nH]1
    2% | 3% | 2% | -9% | 4% | -1 | 8% | 1.0
#9 Cc1nc2nc(C)c(NS(=O)(=O)c3ccc4c(c3)CCCC4)c(=O)n2[nH]1
    4% | -4% | 0% | 4% | -3%[57.1 µM] | -2 | -6% | 1.4
#10 COc1ccc(N2CC(C(=O)Nc3nccs3)CC2=O)cc1 (stereo not drawn)
    -6% | 6% | -4% | -1% | 1% | 0 | 17% | 2.3
#11 CCC1Oc2ccccc2N(CC(=O)NCCc2ccc(OC)c(OC)c2)C1=O (stereo not drawn)
    -1% | 5% | 1% | -1% | -4% | 6 | 14% | 2.1
#12 COc1ccc(C(C)(O)c2nc(-c3ccc(N(C)C)cc3)cs2)cc1 (stereo not drawn)
    -1% | -12% | x | -6% | -8% | 6 | -18% | -1.6
#13 CCc1ccc(N(CC(=O)NCc2ccc(F)cc2)C(=O)c2csnn2)cc1
    -6% | -2% | 1% | -9% | -1% | -9 | 0% | -1.3
#14 Cc1nc(N2CCOCC2)nc2c1CCC2
    -6% | 3% | -2% | -14% | 0% | -1 | 0% | -3.1
#15 O=C(NCc1ccco1)c1cccc(-c2ccc3nncn3c2)c1
    -14% | -12% | x | 7% | -11% | 5 | -4% | 0.0

Of the compounds above, these contain bromine:
Fields – EPAC1 ag | EPAC1 antag | MmCpn inh | PLK1 PBD inh | WRN helicase inh | PI5P4K alpha inh | EPAC2 antag | CCT modulator
#3 COc1ccc(-n2c(-c3ccc(Br)cc3)n[nH]c2=S)cc1
    2% | -4% | -6% | -9% | 4% | -10 | 11% | -0.5
#6 S=C(Nc1ccc(Br)cc1)NC1CCN(Cc2ccccc2)CC1
    0% | u | 0% | -6% | 2% | 1 | -8% | -0.8

Following part:
Fields – EPAC1 ag | EPAC1 antag | MmCpn inh | PLK1 PBD inh | WRN helicase inh | PI5P4K alpha inh | EPAC2 antag | CCT modulator
#16 CCOC(=O)/C(=C/c1ccc(OC(=O)c2ccncc2)cc1)C(C)=O
    5% | -12% | 1% | u | -14% | 4 | -2% | -0.5
#17 COc1ccc([N+](=O)[O-])c(O)c1C(C)=O
    6% | -20% | x | -19% | 3% | -10 | 4% | -3.1
#18 O=C(Nc1scc(-c2ccccc2)c1C(=O)O)c1ccccc1Cl
    5% | u | -1% | 14% | -22%[57.1 µM] | -2 | -13% | 1.2
#19 Cc1cc(/C=N/NC(=O)c2cc3ccccc3o2)c(C)n1C
    2% | 4% | -5% | -6% | -4%[57.1 µM] | 0 | 5% | -2.1
#20 C[C@@H](NC(=O)[C@@H]1Cc2ccccc2CN1)C(=O)Nc1ccc2c(c1)OCO2
    -5% | 9% | 2% | -6% | -3% | 8 | 4% | 0.0
#21 COc1ccc(-c2csc3nc(C)n(-n4cccc4)c(=O)c23)cc1OC
    0% | -4% | -1% | -4% | -1% | x | -3% | -4.6
#22 COc1ccc(C(C(=O)NC(C)(C)C)N(Cc2cccs2)C(=O)CCC(=O)Nc2cc(C)on2)cc1 (stereo not drawn)
    0% | -1% | -1% | 0% | -7% | -1 | -3% | -0.1
#23 Cc1ccc(-c2csc3nnc(SCC(=O)NCc4ccco4)n23)cc1
    5% | -10% | 0% | -6% | -10% | x | -4% | -4.9
#24 O=C(NN=C1C2CC3CC(C2)CC1C3)c1cccc(S(=O)(=O)N2CCOCC2)c1
    -7% | 0% | 3% | 2% | -18% | -11 | 2% | -1.1
#25 CC(C)(C)OC(=O)NCCCC[C@H](NC(=O)c1[nH]cnc1C(=O)N[C@@H](Cc1ccccc1)C(=O)OC(C)(C)C)C(=O)OC(C)(C)C
    -38%[inhibitor] | -25% | 2% | -2% | -6% | 2 | -26% | 0.0
#26 O=C1NN(c2cccc(Br)c2)C(=O)/C1=C/c1cccs1
    -12% | 5% | 0% | 19µM* | 2% | -4 | 5% | -0.8
#27 Cc1nn(CC(=O)Nc2ccccc2)c(=O)c2ccccc12
    1% | -3% | -2% | 2% | -4% | -5 | -5% | -3.4
#28 CCc1nnc(NC(=O)CN2CCN(c3ccccc3F)CC2)s1
    2% | -10% | 2% | -30% | -4% | 0 | 6% | -0.6
#29 COc1cccc(CN2CC(C(=O)N(C)Cc3ccnc4ccccc34)CCC2=O)c1 (stereo not drawn)
    7% | 5% | -4% | -21% | -5% | 9 | 0% | 1.8
#30 CN(Cc1ccccc1)/C(=N/O)c1cccc(Cl)c1
    2% | -3% | -4% | 1% | -10% | 1 | -21% | -2.1
#31 O=C(c1ccco1)N1CCN(C(=S)Nc2cc(F)cc(F)c2)CC1
    -1% | u | -8% | -20% | 5% | 3 | -8% | 1.0
#32 COc1cc2nc(C3CCC3)n(NC(=O)C(OC(C)=O)c3ccccc3)c(=O)c2cc1OC (stereo not drawn)
    8% | 16% | 0% | -5% | 15% | x | 6% | -0.5
#33 O=C(Cn1c(NCCO)nc2ccccc21)NCC1CCCO1 (stereo not drawn)
    -2% | -3% | -1% | 3% | -3% | 7 | 5% | 1.9
#34 Cc1ccc(C)c(NC(=O)c2cc(S(=O)(=O)N3CCOCC3)cn2C)c1
    10% | -17% | 1% | 0% | -3% | -6 | 3% | -2.3
#35 O=C(NN=C1CCCC1)c1ccccc1OCCOc1ccccc1
    11% | -4% | 3% | 2% | 4% | 3 | 4% | 1.7
#36 COc1cccc(-c2nnc3sc(-c4ccco4)nn23)c1
    4% | 3% | 1% | -7% | -3% | -4 | 1% | -0.4
#37 COc1cc(OC)cc(-c2c(C#Cc3ccsc3)c3cc(-c4cc(F)cc(F)c4)ccc3n2C)c1
    -3% | -11% | -11% | -15% | 11% | 0 | -4% | -1.6
#38 COc1ccc(CCNC(=O)C(C)OC(=O)c2ccco2)cc1OC (stereo not drawn)
    2% | 15% | 1% | -6% | -3% | 1 | 11% | -0.8
#39 O=c1c(-c2cnn(-c3ccccc3)c2)coc2cc(O)ccc12
    6% | -22% | -1% | -13% | -29% | -4 | -1% | -0.2
#40 Cc1ccc(CCNC(=O)C2CCN(S(=O)(=O)c3cccc4cccnc34)CC2)cc1
    13% | -19% | 0% | -3% | -8% | 1 | -7% | -3.1
#41 c1ccc(Nc2c3c(nc4ccccc24)CCC3)cc1
    2% | 27% | 0% | 3% | 2% | -6 | 7% | 0.7
#42 CCOc1ccc(NC(=O)C2CCCN(S(=O)(=O)c3cnc[nH]3)C2)cc1 (stereo not drawn)
    -10% | -2% | 0% | -2% | 1% | 2 | -4% | -1.7
#43 O=C(c1ccco1)N1CCN(S(=O)(=O)Cc2ccc(Cl)cc2)CC1
    11% | 14% | 0% | -15% | -5% | x | 3% | -5.0
#44 CCCCC(=O)Nc1nnnn1CCC
    6% | -27% | 0% | -14% | 10% | -6 | 2% | -4.2
#45 COc1cccc(CC2(CO)CCCN(Cc3cn[nH]c3-c3ccccc3)C2)c1 (stereo not drawn)
    0% | -5% | 1% | -4% | 11% | 3 | 5% | -0.3
#46 COC(=O)c1ccccc1NC(=O)CSc1ccccc1
    9% | -17% | 2% | -19% | -6% | 1 | -3% | -1.6
#47 COc1cc(C(=O)Nc2ccc(N(C)C)cc2)c([N+](=O)[O-])cc1OC
    5% | 18% | -3% | -12% | 1% | 1 | 1% | -4.8
#48 Cc1ccccc1OCC(=O)Nc1cc(S(=O)(=O)N2CCOCC2)ccc1N1CCCC1
    -4% | 0% | -6% | -2% | -4% | -8 | 2% | 1.9
#49 COc1cc(Br)c(CCNC(=O)c2ccco2)cc1OC
    -11% | 7% | 3% | -14% | 12% | 2 | 3%[57.1 µM] | 4.3
#50 Oc1ccccc1/C=N/Nc1nccnc1Cl
    -2% | 8% | 0% | 0% | -4% | x | 2% | 1.6
#51 CC1(C)N=C(SCC(=O)Nc2ccc(Cl)cc2)C(c2ccc(Cl)cc2)=N1
    28% | -19% | 1% | -25% | -15% | x | -18% | -1.2
#52 C[C@H](CO)N1C[C@H](C)[C@@H](CN(C)Cc2ccc(Cl)c(Cl)c2)OCc2cnnn2CCCC1=O
    5% | 5% | x | -5% | -3% | 0 | -4% | 1.9
#53 COc1cc(C(=O)N/N=C/c2cn(Cc3ccccc3)c3ccccc23)ccc1O
    -7% | -10% | 2% | -7% | -19% | u | -5% | -4.6
#54 Cc1cc(Nc2nc3c(c(=O)n(C)c(=O)n3C)n2C)n(-c2ccc(Cl)cc2)n1
    5% | -6% | 1% | -1% | -1% | 2 | 5% | -1.3

PI5P4K alpha inh, hit marks shown above.
Fields – EPAC1 ag | EPAC1 antag | MmCpn inh | PLK1 PBD inh | WRN helicase inh | PI5P4K alpha inh | EPAC2 antag | CCT modulator
#7 O=C(CSc1nc(-c2ccccc2)cc(=O)[nH]1)N1CCc2ccccc21
    6% | -6% | -1% | 3µM* | -28% | -50* | 4% | -2.1

Three compounds from above, sorted by length of the SMILES, rising.
Fields – EPAC1 ag | EPAC1 antag | MmCpn inh | PLK1 PBD inh | WRN helicase inh | PI5P4K alpha inh | EPAC2 antag | CCT modulator
#50 Oc1ccccc1/C=N/Nc1nccnc1Cl
    -2% | 8% | 0% | 0% | -4% | x | 2% | 1.6
#46 COC(=O)c1ccccc1NC(=O)CSc1ccccc1
    9% | -17% | 2% | -19% | -6% | 1 | -3% | -1.6
#47 COc1cc(C(=O)Nc2ccc(N(C)C)cc2)c([N+](=O)[O-])cc1OC
    5% | 18% | -3% | -12% | 1% | 1 | 1% | -4.8

Only part of the results is shown, so the mix of outcomes need not match the whole.
